CRE Fsk mod: CRE-bla signaling modulation under forskolin stimulation | CHO CRE-bla reporter (cAMP response element driving beta-lactamase), forskolin EC10, beta-lactamase ratio | Potency, µM (doses to about 38.2 µM), without a hit: top-dose activity change, negative = inhibition, hits mostly activators | 71,000 compounds, 2.5% hits | AID 662; active means well fitted activation curve with a large enough effect in the signal ratio, with a control signal flat, not every such curve was filed as active; inconclusive means small, poorly fitted or top-dose-only effect, or effect the other way, or a change in a side signal; the % refers to the signal ratio; further: potency means the concentration at half of the fitted maximal effect; % of control where 0% means no effect
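AC50 values, positive or negative, reflect shifts in EC10 NKH 477-induced CRE-bla reporter activity in CHO cells. Incubation lasted 3 h at 37 °C before CCF4 substrate (2 h, room temperature) and ratiometric 460/530 nm reading.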
Epigenetic mod: derepresses silenced GFP locus in mouse C127i cells. AID 597. Potency, µM (doses to about 46.1 µM), for the others: at the top dose GFP derepression (activation). 68,000 compounds, 0.09% hits. mouse C127i GFP locus derepression, cytometry, 30 h; further: % of control where 0% means no effect
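Locus derepression in mouse mammary C127i cells whose integrated CMV-GFP reporter is normally silent; GFP expression after 30 h compound treatment was quantified by counting fluorescent cells.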
4-MU autofl: 4-MU region autofluorescence | compound autofluorescence, 340/450 nm, 4-MU equivalents; active compounds read high | max dye-equivalent concentration, M | 59,000 compounds, 11% hits; in the data active means max dye-equivalent concentration above about 10 nM; inconclusive means mostly about 1.1 nM to 9.6 nM
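Intrinsic fluorescence at 340/450 nm (ex/em) was read after 15 min at room temperature in pH 8.0, 100 mM Tris. Each compound concentration expressed as 4-MU-equivalent concentration from a six-point 4-MU standard series on each plate.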
HBB splice mod: alters splicing of the hemoglobin beta chain. HBB splicing reporter cell assay, activation; EGFP reporter with mutant IVS2-654 intron; response scale: normalised to 500 nM splice-correcting PNA. Potency, µM (titrated, usually from 46.1 µM), inactives show at the top dose activation, hits mostly activators. 65,000 compounds, 0.06% hits; further: potency means the concentration at half of the fitted maximal effect; 0% is about no effect
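HeLa cells stably expressing EGFP interrupted by mutant beta-globin intron 2 (IVS2-654), 500/well in 2% FCS. Treated with compound for 2 days at 37C. Splicing correction scored as total well GFP intensity (488 nm excitation, 500-520 nm emission); 500 nM antisense PNA served as control.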
A350 autofl: compound fluoresces in the Alexa 350 spectral region. Compound autofluorescence, 340/450 nm, Alexa 350 dye-equivalents; active compounds read high. max dye-equivalent concentration, M. 59,000 compounds, 11% hits. AID 590; in the data active means max dye-equivalent concentration above about 10 nM; inconclusive means mostly about 1.1 nM to 9.6 nM
BRCT PPI green: BRCA1 BRCT-phosphoprotein interaction inhibition | AID 875 | P38398 | Potency, µM (highest dose often 76.9 µM), for inactives: at the top dose activity change, negative = inhibition, hits mostly inhibitors | 75,000 compounds, 0.05% hits | BRCA1 BRCT-phosphopeptide binding, green fluorescence polarization;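 further: potency means the concentration at half of the fitted maximal effect; plate controls were peptide without protein for full effect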
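Compounds were incubated for 12 min at room temperature with a complex of 100 nM fluorescein-tagged pBACH1 decapeptide and 250 nM His-tagged BRCT protein. Buffer was phosphate pH 7.3 with EDTA, DTT and Tween 20. Disruption of binding lowers the polarization signal.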
UbGFP stabilizer: proteasome inhibitors stabilizing ubiquitin-GFP reporter. Ubiquitin-GFP reporter cells, proteasome inhibition, GFP fluorescence; response scale: untreated = 0%, 10 µM MG-132 = 100%. Potency, µM (top dose mostly 45.9 µM), for inactives: at the top dose activation (GFP accumulation), hits mostly activators. 67,000 tested, under 10 active; active means well fitted activation curve with a large enough effect, not every such curve was filed as active; inconclusive means small, poorly fitted or top-dose-only effect, or another doubt; inactive means no such curve, though single readings can be large or run the other way; further: potency means the concentration at half of the fitted maximal effect
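GFP accumulation read-out: laser plate cytometry counting ubiquitin(G76V)-GFP-expressing U2OS cells after 4 hr compound exposure at 37 °C. Titrations spanned 46 uM to 2.9 nM; 0% = basal, 100% = 10 uM MG-132; concentration-response curves fitted.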
BRCT inh red: disrupts BRCA1 BRCT binding to phosphoprotein, red fluorophore readout. Potency, µM (top dose mostly 76.9 µM), for the others: top-dose activity change, negative = inhibition, usual class: inhibitors. 75,000 compounds, 0.03% hits. BRCT-phosphopeptide binding, red fluorescence polarization; further: on the % scale 0 is the no-effect control and ±100 the full control effect
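Rhodamine-labelled pBACH1 10-mer (100 nM) bound to BRCT domain (100 nM) at pH 7.3; compounds incubated 12 min room temperature, polarization read. Free peptide defines full inhibition; unlabelled decapeptide titrated as control.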
Hsp90 Hop PPI: changes Hsp90-Hop TPR2A binding signal, up or down. AlphaScreen TPR2A-His6 binding biotin-Hsp90 C-terminal peptide. Potency, µM (doses to about 57 µM), without a hit: top-dose activity change, negative = inhibition. 71,000 compounds, 0.44% hits. AID 595; active means well fitted curve in either direction with a large enough effect; inconclusive means small, poorly fitted or top-dose-only effect, or another doubt; further: potency means the concentration at half of the fitted maximal effect; on the % scale 0 is the no-effect control and ±100 the full control effect; many of its hits are not listed in these tables
ALOX15 inhib: 15-hLO (ALOX15) enzyme inhibition. Potency, µM (series often up to 57.1 µM), inactives show top-dose activity change, negative = inhibition, usual class: inhibitors. purified 15hLO-1, xylenol orange hydroperoxide absorbance. 74,000 compounds, 1.4% hits; further: potency means the concentration at half of the fitted maximal effect; on the % scale 0 is the no-effect control and ±100 the full control effect; nearly all actives have a fitted effect of over 55% in size
Target sequence (P16050 whole entry, looked up): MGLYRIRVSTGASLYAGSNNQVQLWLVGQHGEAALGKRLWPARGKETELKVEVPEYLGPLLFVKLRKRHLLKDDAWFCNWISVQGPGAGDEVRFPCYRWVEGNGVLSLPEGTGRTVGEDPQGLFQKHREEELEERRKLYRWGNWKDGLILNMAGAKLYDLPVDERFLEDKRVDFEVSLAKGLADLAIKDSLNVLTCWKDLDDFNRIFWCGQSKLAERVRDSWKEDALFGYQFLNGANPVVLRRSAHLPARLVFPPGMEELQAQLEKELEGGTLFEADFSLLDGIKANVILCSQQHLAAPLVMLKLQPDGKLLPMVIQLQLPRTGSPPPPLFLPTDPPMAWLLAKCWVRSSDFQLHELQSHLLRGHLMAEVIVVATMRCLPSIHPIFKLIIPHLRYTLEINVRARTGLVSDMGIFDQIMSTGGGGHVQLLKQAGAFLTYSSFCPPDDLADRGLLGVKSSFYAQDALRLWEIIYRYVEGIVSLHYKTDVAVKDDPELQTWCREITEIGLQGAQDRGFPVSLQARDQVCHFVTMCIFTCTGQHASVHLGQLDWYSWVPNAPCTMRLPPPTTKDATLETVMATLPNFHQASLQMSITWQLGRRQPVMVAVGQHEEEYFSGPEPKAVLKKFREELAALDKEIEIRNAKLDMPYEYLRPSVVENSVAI
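Purified human 15hLO-1 (40 nM final) in 25 mM Hepes pH 7.5, 0.01% Triton X-100 was preincubated with compound 15 min at room temperature, then reacted 6 min with 50 uM arachidonic acid; hydroperoxide detected by Fe-XO, 573/405 nm absorbance ratio.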
DNA Pol III inh: blocks replication by bacterial DNA polymerase III holoenzyme. AID 603. reconstituted DNA polymerase III holoenzyme replication, biochemical. Potency, µM (top dose mostly 57.1 µM), without a hit: at the top dose activity change, negative = inhibition. 71,000 compounds, 0.25% hits; further: potency means the concentration at half of the fitted maximal effect; on the % scale 0 is the no-effect control and ±100 the full control effect
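Reconstituted *E. coli* holoenzyme (0.35 nM Pol III, 1 nM beta, 154 nM SSB, 2 nM primase) was preincubated with compound for 15 min at RT. Synthesis on 1.4 nM ssM13Gori ran 35 min, then was stopped with PicoGreen/EDTA and read as dsDNA fluorescence.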
Numbers without * were called inactive; i = inactive; ? = inconclusive; nt = no result given; [ ] = dose if it differs, or a comment. Unless noted, the call rests on the fitted dose curve; in most records, active means well fitted curve in the direction sought with a large enough effect; inconclusive means small, poorly fitted or top-dose-only effect, or another doubt; inactive means no such curve, though single readings can be large; an effect the other way counts as inactive or inconclusive.

canonical_smiles,CRE Fsk mod,Epigenetic mod,4-MU autofl,HBB splice mod,A350 autofl,BRCT PPI green,UbGFP stabilizer,BRCT inh red,Hsp90 Hop PPI,ALOX15 inhib,DNA Pol III inh
CSc1nsc(SCC(=O)Nc2cccc(C(C)=O)c2)n1,-19%,0%,i,0.4%,i,-0.7%,29%,-0.1%,-3%,-2%,-6%
CCc1ccc(N2CC(C(=O)OCC(=O)Nc3cc(C)on3)CC2=O)cc1 (configuration not stated),-14%,-3%,?,-2.5%,?,0.0%,7%,0.0%,6%,-6%,-1%
COc1ccc(OC(C)C(=O)N2CCN(c3ccccn3)CC2)cc1 (configuration not stated),?,11%,2.5e-07M*,-0.6%,2.6e-07M*,-0.3%,4%,0.0%,-13%,?,-4%
O=C(C(c1ccccc1)c1ccccc1)N1CCN(Cc2ccncc2)CC1,-4%,0%,nt,-2.1%,nt,-3.1%,-3%,-1.3%,-4%,-15%,-2%
Cc1cc(C(=O)Nc2ccon2)cs1,-6%,2%,i,-0.3%,i,-1.0%,8%,-0.1%,-6%,1%,-1%
CCN1CCN(CC(O)COc2cccc(OC)c2)CC1 (configuration not stated),-4%,-2%,i,0.5%,i,-1.0%,-1%,-0.1%,1%,-13%,3%
O=C1CCCc2c1cc(C(=O)NCc1ccco1)c(=O)n2-c1ccccc1,6%,0%,i,nt,?,0.4%,-3%,-2.4%,-2%,6%,-7%
CCOC(=O)N1CCC(NC(=O)c2cccc3c2C(=O)N(c2ccc(OC)cc2)C3)CC1,5µM*,-2%,nt,0.2%,nt,4.4%,9%,-3.7%,-5%,?,-7%

Next section, overlapping the part above by two compounds.
canonical_smiles,CRE Fsk mod,Epigenetic mod,4-MU autofl,HBB splice mod,A350 autofl,BRCT PPI green,UbGFP stabilizer,BRCT inh red,Hsp90 Hop PPI,ALOX15 inhib,DNA Pol III inh
O=C1CCCc2c1cc(C(=O)NCc1ccco1)c(=O)n2-c1ccccc1,6%,0%,i,nt,?,0.4%,-3%,-2.4%,-2%,6%,-7%
CCOC(=O)N1CCC(NC(=O)c2cccc3c2C(=O)N(c2ccc(OC)cc2)C3)CC1,5µM*,-2%,nt,0.2%,nt,4.4%,9%,-3.7%,-5%,?,-7%
COc1ccc(OCCCC(=O)Nc2ccc3c(c2)OCCO3)cc1,?,2%,nt,-2.6%[0.0738 µM],nt,-0.5%,?,1.8%,-2%[11 µM],-4%[11.4 µM],0%[11.4 µM]
O=C(NC1CC2CCC(C1)N2C(=O)NCc1ccccc1)C1CC1 (configuration not stated),-2%,2%,i,0.5%[57.5 µM],i,-2.3%,0%,1.1%,1%,1%,-2%
COc1cc2nc(=S)n3[nH]c(CCn4nc(C)cc4C)nc3c2cc1OC,?,10µM*,i,-0.9%,i,-2.0%,-9%,1.4%,-2%,3%,-4%
CCO/C=C1\C(=O)N(c2ccccc2)C(=O)c2ccccc21,-1%,0%,nt,0.1%[9.22 µM],nt,0.0%,2%,1.4%,0%,-9%,5%
Fc1cnc(N2CCN(c3ccccc3)CC2)nc1N1CCN(c2ccccc2)CC1,7%,-2%,i,0.1%[57.5 µM],i,-2.7%,9%,-2.0%,-2%,4%,7%
CCSc1ccccc1C(=O)Nc1cc(C)on1,4%,2%,?,0.2%,?,-1.2%,-1%,-0.5%,?,13µM*,-2%
O=C(Nc1ccc(Cl)cc1C(=O)O)c1ccc2c(c1)C(=O)N(Cc1ccco1)C2=O,-17%,0%,i,3.5%,i,-4.4%,-4%,-1.2%,-20%,?,32µM*
Cc1cccc(OCCSc2nnc(-c3ccoc3C)n2C)c1,?,-1%,i,4.3%,i,-0.5%,-3%,1.0%,-1%,2%,-2%
Cc1nn(C)c(C)c1Sc1ccc(Br)cc1,4%,2%,i,-1.4%,i,-0.8%,1%,0.0%,1%,-4%,1%
CCOc1ccccc1-c1nnc(SCC(=O)NC2CC3CCC2C3)n1CC (configuration not stated),-10%,-3%,i,-0.7%,i,-3.3%,-1%,-0.8%,2%,-6%,-4%
Nc1nc(-c2ccccc2)cc(-c2ccccc2O)n1,?,1%,i,1.4%,i,0.0%,4%,-0.4%,-3%,-21%,2%
CCN(CC)C(=O)C(C)OC(=O)c1ccc(O)cc1 (configuration not stated),0%,0%,nt,-1.8%,nt,-0.7%,25%,-0.3%,-4%,7%,-2%
C=CCNc1sc(C(=O)C(C)(C)C)c(N)c1C#N,?,3%,i,-0.6%,i,-1.9%,-2%,0.7%,-12%,-24%,-9%
Cc1ccc(C2CC(c3ccccc3Cl)n3nc(N)nc3N2)cc1 (configuration not stated),2%,nt,nt,-0.3%,nt,-0.8%,0%,-0.8%,-2%[2.3 µM],16%,-2%
CC1CCN(C(=O)CSc2nnc(Cc3cccn3C)n2CCc2ccccc2)CC1,-13%,10%,nt,-0.9%,nt,1.3%,-9%,1.1%,-6%,-11%,-5%
Cc1cccc(OCc2nnc(SCC(=O)NCCc3ccccc3)o2)c1,?,0%,nt,-1.6%[0.0738 µM],nt,-0.1%,-5%[9.17 µM],0.0%,-1%[11 µM],-4%[11.4 µM],1%[11.4 µM]
Cc1cccc(C)c1NC(=O)C1CC(=O)N(C(C)C)C1 (configuration not stated),-3%,2%,i,nt,i,-1.2%,10%,0.1%,-3%,-22%,0%
COc1cc(OC)cc(C(=O)N2CCN(C(=O)COc3ccc4ccccc4c3)CC2)c1,-1%,-4%,i,-5.7%,i,1.0%,1%,-1.1%,-4%,7%,-3%
O=C(c1ccccc1)c1coc2ccc(O)c(Cl)c12,-2%,7%,i,-2.0%[0.369 µM],i,-0.3%,2%,0.8%,-6%,-10%,5%
O=C(NCC1CCCO1)c1ccccc1-c1nc(-c2ccc(Cl)cc2)no1 (configuration not stated),-5%,2%,i,-0.6%,i,-0.2%,-4%,-0.1%,1%,-4%,-3%
CCc1ccc2[nH]c(=O)c(CN(Cc3ccc4c(c3)OCO4)C(=O)c3ccco3)cc2c1,?,1%,?,nt,?,-5.7%,1%,-2.9%,-18%,?,-8%
O=S1(=O)N=C2CCCCCN2C(c2ccncc2)N1 (configuration not stated),-1%,3%,i,-0.4%[57.5 µM],i,0.6%,-4%,-1.8%,-3%,-2%,-5%
COc1ccc(-c2nc(-c3cccs3)c(-c3cccs3)[nH]2)cc1O,0%,5%,1.5e-08M*,-2.0%[0.369 µM],1.8e-08M*,-0.9%,1%,-1.2%,-12%,-27%,-5%
O=C(CCCNS(=O)(=O)c1cccc2nsnc12)NCCc1ccccc1,-1%,6%,i,0.8%,i,1.3%,19%,-0.5%,0%,4%,-2%
Cc1cc(C(=O)OCC(=O)NCc2ccco2)c(C)n1-c1ccccc1,?,4%,i,-1.4%,i,-0.5%,-4%,0.3%,-10%,-29%,-4%
O=C(Nc1ccc2c(c1)OCO2)[C@@H]1[C@@H]2C(=O)N(C3CCCCC3)C(=O)[C@@H]2C2c3ccccc3C=CN21 (some centres not stated),?,0%,i,-3.1%[57.5 µM],i,-3.2%,2%,-1.4%,-17%,?,-1%
COC(=O)c1c(C)nc(C)c2c(=O)oc3ccccc3c12,?,2%,nt,1.1%,nt,0.1%,4%,0.8%,2%,-3%,2%
CC(c1nnc(SCn2nnc3ccccc3c2=O)n1-c1ccc(Cl)cc1)N(C)C (configuration not stated),-2%,2%,i,0.0%[57.5 µM],i,-1.2%,-1%,-0.4%,-2%,5%,-6%
O=C(Nc1ccccc1)N1C(=O)C2(OCCO2)c2ccccc21,-9%,0%,?,9.0%[0.369 µM],?,1.0%,3%,0.5%,-2%,-2%,-4%
CC(C)(C)c1ccc(S(=O)(=O)N2CCCC2C(=O)NC2=NCCS2)cc1 (configuration not stated),-7%,0%,i,-2.5%,?,-0.2%,-2%,-0.1%,-7%,-4%,-3%
O=c1[nH]c(NCCCO)nc2c1C1(CCCC1)Cc1ccccc1-2,-11%,2%,nt,-0.6%,nt,-1.1%,3%,1.0%,-2%,-20%,-5%
Cn1c(SCC(=O)c2ccccc2)nc2cccnc21,?,0%,i,0.3%,i,-1.9%,-3%,-2.2%,-5%,-6%,-3%
Cc1nc(NC2=NCN(Cc3ccc4c(c3)OCO4)CN2)nc2ccccc12,-1%,7%,i,-0.5%[57.5 µM],i,-0.5%,-2%,0.2%,-3%,-4%,-16%
CCN1CCN(C(=O)c2nn(-c3ccc(OC)cc3)c(=O)c3c2c2ccccc2n3C)CC1,?,2%,?,0.3%,?,0.6%,-4%,-0.2%,-4%,1%,-5%

Compound activity: PubChem BioAssay, National Center for Advancing Translational Sciences (NCATS)
